# Screening results as filed in PubChem BioAssay.
# RXFP1 antagonist – antagonists of human relaxin receptor RXFP1. Q9HBX9. HEK293-RXFP1, relaxin-stimulated cAMP HTRF, 30 min; hits give low values. actives 0.59% (n = 350,000). activity change, negative = inhibition, % at 57.5 µM;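 active means activity change of -60% or lower, but not beyond a set lower limit; inconclusive means change between -60% and -40%, or beyond the set limit; inactive means change above -40%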; further: on the % scale 0 is the no-effect control and ±100 the full control effect
# D1 antagonist – blocks dopamine activation of the human D1 receptor | HEK293 TREx D1 cells, calcium flux, dopamine EC80; hits give low values | activity change, negative = inhibition, % at 10 µM | actives 3.2% (n = 360,000) | AID 504652; in the data active means activity change below about -30%; further: on the % scale 0 is the no-effect control and ±100 the full control effect
# Target sequence (P21728 whole entry, looked up): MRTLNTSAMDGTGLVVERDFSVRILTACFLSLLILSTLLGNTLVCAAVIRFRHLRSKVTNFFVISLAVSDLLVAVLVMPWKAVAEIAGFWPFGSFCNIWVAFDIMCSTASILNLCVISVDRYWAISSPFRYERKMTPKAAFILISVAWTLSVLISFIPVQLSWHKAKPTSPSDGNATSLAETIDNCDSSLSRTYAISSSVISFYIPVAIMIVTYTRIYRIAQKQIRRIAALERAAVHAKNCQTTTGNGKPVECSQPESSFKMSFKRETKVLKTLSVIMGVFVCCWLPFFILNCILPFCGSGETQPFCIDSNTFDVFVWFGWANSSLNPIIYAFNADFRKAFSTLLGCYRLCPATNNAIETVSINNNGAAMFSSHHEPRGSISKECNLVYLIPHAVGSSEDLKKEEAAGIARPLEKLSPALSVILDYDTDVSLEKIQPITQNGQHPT
#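 Calcium flux readout: force-coupled, inducible Hek293 Trex D1 line, cells induced overnight at 30 C with tetracycline, dye-loaded 30–90 min at RT. Antagonism scored against EC80 dopamine challenge given 180 s after compound.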
# TRHR PAM – allosteric enhancers of human TRH receptor; P34981; TRHR cells, fluo-8 calcium fluorescence, EC20 TRH enhancement; enhancement, % at 2 µM; actives 0.66% (n = 360,000); AID 493056; in the data active means enhancement above about 30%; further: 0% is about no effect
# Target sequence (P34981 whole entry, looked up): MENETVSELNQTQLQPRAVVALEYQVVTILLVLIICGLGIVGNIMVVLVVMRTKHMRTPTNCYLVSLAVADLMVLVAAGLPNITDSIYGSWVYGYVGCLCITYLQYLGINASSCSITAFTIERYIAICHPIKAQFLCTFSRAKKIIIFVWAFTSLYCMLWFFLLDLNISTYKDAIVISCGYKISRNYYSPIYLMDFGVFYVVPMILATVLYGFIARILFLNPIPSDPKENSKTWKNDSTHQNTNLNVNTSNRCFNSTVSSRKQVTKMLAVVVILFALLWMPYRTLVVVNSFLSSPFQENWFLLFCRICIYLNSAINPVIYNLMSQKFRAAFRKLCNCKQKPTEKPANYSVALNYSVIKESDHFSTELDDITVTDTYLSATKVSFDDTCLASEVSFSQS
#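 Enhancer read-out: after compound pinning and an initial kinetic agonist-mode read, an EC20 of TRH (10 nM final) was injected and fluo-8 calcium signal (Ex 480/Em 530) followed at 1 s/cycle for 100 cycles in TRHR-expressing cells.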
# D1 PAM – human D1 dopamine receptor positive modulation; P21728; HEK293 TREx D1 cells, calcium flux, dopamine EC20 potentiation; potentiation, % at 10 µM; actives 0.036% (n = 360,000); in the data active means potentiation above about 30%; further: 0% is about no effect
# RXFP1 ag – agonists of human relaxin receptor RXFP1; Q9HBX9; HEK293T-RXFP1 cAMP TR-FRET, 30 min; response scale: percent of porcine relaxin response, buffer zero; Potency, µM (highest dose often 57.5 µM), inactives show at the highest dose activation, usual class: activators; actives 0.3% (n = 370,000); AID 2676; active means well fitted activation curve with a large enough effect; inconclusive means small, poorly fitted or top-dose-only effect; further: potency means the concentration at half of the fitted maximal effect; on the % scale 0 is the no-effect control and ±100 the full control effect; nearly all actives have a fitted effect of over 60% in size; many of its hits are not listed in these tables
#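 HEK293T cells stably expressing RXFP1 were pretreated with the PDE4 inhibitor Ro 20174, exposed to compounds for 30 min at 37C, lysed, and cAMP was read by TR-FRET. Data normalized to buffer (basal) and 29 nM porcine relaxin (100%).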
# D2 agonist – activates the human D2 dopamine receptor; P14416; activation, % at 2 µM; actives 0.53% (n = 340,000); HEK293 T-REx D2 cells, calcium flux agonist mode;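 active means activation over 3 SD above normal in the single-dose calcium agonist read, cut at about 30% in these data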; further: 0% is about no effect
#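 Tetracycline-induced HEK293 T-REx cells with force-coupled D2 receptor, plated overnight at 30 C, loaded with no-wash calcium dye. After a 10 s baseline, compound was pin-added and calcium flux read kinetically for 180 s; calcium rises flagged agonists.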
# D2 potentiator – positive allosteric modulators of human D2 dopamine receptor; P14416; HEK293 T-REx D2, calcium flux, EC20 dopamine potentiation; potentiation, % at 10 µM; actives 0.34% (n = 340,000);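 active means potentiation over 3 SD above the plate norm, cut at about 30% in these data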; further: 0% is about no effect
#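 Using a no-wash calcium dye in inducible, force-coupled HEK293 Trex cells expressing D2, we tracked fluorescence each second for 180 s after compound, then for 180 s after EC20 dopamine to detect augmented signalling.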
# D2 antagonist – D2 dopamine receptor (human) antagonism; HEK293 TREx D2 cells, calcium flux, dopamine EC80; inhibition, % at 10 µM; actives 2% (n = 340,000); AID 485344; in the data active means inhibition above about 30%; further: 0% is about no effect
#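 Compounds are added to dye-loaded, induced HEK293 T-REx cells coupled to calcium release via D2; after a 3 min kinetic read an EC80 dopamine stimulus is given and fluorescence is recorded for 3 more min.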
# D1 agonist – agonists of human D1 dopamine receptor. P21728. HEK293 T-REx D1 cells, calcium flux, agonist mode. activation, % at 2 µM. actives 1% (n = 360,000). AID 504660; in the data active means activation above about 30%; further: 0% is about no effect
#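 Agonism was scored from calcium flux recorded over 180 s (1 read/s) after pintool compound addition, following a 10-cycle baseline. Cells were inducible force-coupled HEK293 TREx D1, plated overnight at 30 C and loaded with no-wash calcium dye.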
# * marks the source's active call; other numbers are inactive results; u = inconclusive; x = no result given; [ ] = remark or other dose. The list is partial (hit frequency here may not be typical).
# Letter code: A = RXFP1 antagonist; B = D1 antagonist; C = TRHR PAM; D = D1 PAM; E = RXFP1 ag; F = D2 agonist; G = D2 potentiator; H = D2 antagonist; I = D1 agonist
> Cc1oc2c(c1C(=O)c1ccc(Cl)cc1)C(=O)C(=O)c1ccccc1-2
  A: 9.5; B: -21.1; C: 21.4; D: -7.7; E: 2.7%; F: -0.1; G: 3.0; H: 0.8; I: -0.2
> Cc1cccc(/C(N)=N/OC(=O)CCC2CCCCC2)c1
  A: -8.8; B: 8.4; C: -2.3; D: -4.3; E: 0.4%; F: 0.1; G: 1.4; H: -0.8; I: 0.4
> CCN(CC(=O)Nc1ccccc1Br)C1CCCCC1
  A: u; B: 3.6; C: -0.4; D: -2.6; E: 0.5%; F: 0.0; G: 3.9; H: 3.9; I: 0.4
> CCc1ccc(-n2c(=O)c3c4c(sc3n(Cc3ccc(F)cc3)c2=O)CCCC4)cc1
  A: 4.7; B: 0.5; C: 3.9; D: 1.2; E: -0.5%; F: x; G: 1.7; H: x; I: 1.0
> O=C(NCc1ccccn1)C1CCCN(S(=O)(=O)c2ccc(Br)cc2)C1 (stereo not drawn)
  A: -13.6; B: -2.4; C: 15.4; D: -2.8; E: -0.9%; F: 1.2; G: 5.0; H: -33.0; I: -1.4
> Cc1cc(Cl)ccc1OC(C)C(=O)Nc1ccc(S(=O)(=O)Nc2cnc3ccccc3n2)cc1 (stereo not drawn)
  A: -1.7; B: -10.1; C: -3.0; D: -1.4; E: 0.2%; F: 0.7; G: -1.9; H: 0.5; I: 1.5
> O=C(COCc1cc(-c2cccs2)on1)NCc1ccc(F)cc1
  A: u; B: 6.7; C: 1.1; D: -1.9; E: 3.3%; F: -0.3; G: 2.1; H: x; I: -0.6
> O=C(N/N=C/c1cc([N+](=O)[O-])ccc1O)NC12CC3CC(CC(C3)C1)C2
  A: -24.9; B: -29.3; C: 19.1; D: -9.1; E: -1.0%; F: -0.1; G: -7.7; H: -12.0; I: 0.8
> Cc1ccc(/C=N/NC(=O)NN(C)c2ncc(C(F)(F)F)cc2Cl)cc1
  A: -1.7; B: 7.3; C: 16.6; D: -1.9; E: 2.7%; F: 0.9; G: 3.0; H: -8.5; I: 0.7
> O=C(Nc1ccc(F)cc1F)N1CCCC(c2nc(-c3ccc(F)cc3)no2)C1 (stereo not drawn)
  A: -9.2; B: -18.0; C: -6.0; D: -1.1; E: 1.1%; F: -1.1; G: -3.4; H: 17.1; I: 3.9
> COc1cc2c(cc1OC)C(COc1ccc(F)cc1)N(C(C)=O)CC2 (stereo not drawn)
  A: 6.4; B: -20.1; C: 1.1; D: 6.4; E: 0.2%; F: 0.8; G: 3.9; H: 13.5; I: 0.5
> Cc1ccc(S(=O)(=O)N2CCN(C(=O)CN3C(=O)c4ccc([N+](=O)[O-])cc4C3=O)CC2)cc1C
  A: 10.7; B: -17.9; C: -2.2; D: x; E: -0.4%; F: 0.6; G: 5.3; H: -37.0; I: 1.6
> CC(C)N(Cc1nc(-c2ccc(Cl)cc2)no1)C(=O)c1ccco1
  A: x; B: -16.3; C: -2.7; D: -6.0; E: -0.1%; F: -0.5; G: 15.2; H: x; I: 4.7
> COCCN(CCOC)C(=O)C1CCN(c2ccc(S(=O)(=O)N3CCOCC3)cc2[N+](=O)[O-])CC1
  A: -6.1; B: 3.2; C: 6.8; D: -2.8; E: 1.7%; F: 0.2; G: 18.0; H: 1.6; I: 2.3
> ONC(=Nc1ccccc1Cl)c1ccccc1Cl
  A: -15.8; B: -2.8; C: -4.4; D: -4.5; E: 1.0%; F: 2.1; G: 7.4; H: 1.6; I: 5.2
> NC(=O)c1nsc(C(=O)N(Cc2ccco2)C(C(=O)NCc2ccc(F)cc2)c2ccc(O)cc2)c1N (stereo not drawn)
  A: -0.8; B: 13.7; C: -2.5; D: 5.2; E: -1.1%; F: 0.8; G: x; H: -17.3; I: 0.8
> O=C(NC1CCCc2ccccc21)c1cncc(Br)c1 (stereo not drawn)
  A: -1.4; B: -3.5; C: -4.8; D: -0.8; E: -0.6%; F: -0.2; G: 1.4; H: 11.9; I: 1.2
> Cc1ccc2ncc3c(-c4ccccc4)nn(CC(=O)NC4CCCCC4)c3c2c1
  A: 5.1; B: -4.1; C: 7.5; D: -1.9; E: -2.1%; F: -0.4; G: -2.7; H: x; I: 1.4
> Oc1ccc(N=Nc2ccc3c(c2)OCCO3)c(O)c1
  A: -16.3; B: 9.5; C: 2.4; D: -0.9; E: 2.6%; F: -0.8; G: 6.4; H: 5.6; I: 1.7
> CCOc1cccc(-c2nn3c(-c4ccco4)nnc3s2)c1
  A: -4.7; B: 24.6; C: -4.7; D: -2.2; E: 1.9%; F: 1.5; G: 1.1; H: -6.6; I: 3.9
> CN(CCOC(=O)c1ccc2c(c1)OCCO2)Cc1ccccc1
  A: 0.2; B: 11.7; C: 11.9; D: 3.7; E: 3.9%; F: 0.0; G: 12.6; H: -22.3; I: 4.6
> COc1ccccc1OCC(=O)NCC(c1cccs1)N1CCOCC1 (stereo not drawn)
  A: -5.3; B: 11.2; C: 4.3; D: -1.4; E: -0.7%; F: 0.0; G: -1.0; H: 7.0; I: 1.8
> O=C(NCCC1=CCCCC1)C1CCN(S(=O)(=O)c2cnc[nH]2)CC1
  A: 4.5; B: -4.8; C: 6.9; D: -1.9; E: 0.8%; F: 0.3; G: 5.6; H: -12.7; I: 5.8
> Cc1cc2c(c(=O)n1-c1ccccc1)C1O[C@](c3ccsc3)(Cc3ccccc31)O2
  A: x; B: -5.6; C: 2.2; D: -1.9; E: -0.6%[11.5 µM]; F: x; G: x; H: x; I: 1.4
> Cc1cc(-c2ccc(C)c(S(=O)(=O)NCCCN3CCN(c4ccccc4F)CC3)c2)on1
  A: 3.7; B: -67.4*; C: -4.2; D: -22.3; E: 0.5%; F: 70.5*; G: -23.7; H: 76.0*; I: 10.0
> CCOc1ccccc1-n1c(SCC(=O)N2CCOCC2)nc2ccccc2c1=O
  A: 13.3; B: -1.3; C: 16.2; D: -0.8; E: -1.4%; F: 0.8; G: 8.7; H: 21.8; I: 0.8
> O=C(CN1C(=O)c2cccnc2Oc2ccc(Cl)cc21)Nc1ccccc1F
  A: -28.4; B: -25.9; C: -4.8; D: -6.1; E: -1.6%; F: 0.3; G: 3.2; H: 17.5; I: 2.2
> O=C(NCC(c1cccs1)S(=O)(=O)c1cccs1)c1ccccc1 (stereo not drawn)
  A: 14.2; B: x; C: -0.2; D: -1.9; E: -0.8%; F: 0.3; G: 8.6; H: x; I: -2.1
> CCCCn1nc(C(=O)N2CCc3ccccc32)c2ccccc2c1=O
  A: -4.7; B: -1.7; C: -6.8; D: 5.0; E: 0.0%; F: -0.3; G: 0.7; H: 9.8; I: 3.5
> COc1ccccc1C(=O)C1CCCN(C(=O)c2cnn(C(C)C)c2)C1 (stereo not drawn)
  A: -5.3; B: -4.9; C: -0.2; D: 0.5; E: 0.4%; F: 0.5; G: 1.3; H: 9.5; I: 0.4

# In another format: results already given.
Structure	RXFP1 antagonist	D1 antagonist	TRHR PAM	D1 PAM	RXFP1 ag	D2 agonist	D2 potentiator	D2 antagonist	D1 agonist
CCOc1cccc(-c2nn3c(-c4ccco4)nnc3s2)c1	-4.7	24.6	-4.7	-2.2	1.9%	1.5	1.1	-6.6	3.9
COc1cc2c(cc1OC)C(COc1ccc(F)cc1)N(C(C)=O)CC2 (stereo not drawn)	6.4	-20.1	1.1	6.4	0.2%	0.8	3.9	13.5	0.5
Oc1ccc(N=Nc2ccc3c(c2)OCCO3)c(O)c1	-16.3	9.5	2.4	-0.9	2.6%	-0.8	6.4	5.6	1.7
Cc1cc2c(c(=O)n1-c1ccccc1)C1O[C@](c3ccsc3)(Cc3ccccc31)O2	x	-5.6	2.2	-1.9	-0.6%[11.5 µM]	x	x	x	1.4
O=C(NCc1ccccn1)C1CCCN(S(=O)(=O)c2ccc(Br)cc2)C1 (stereo not drawn)	-13.6	-2.4	15.4	-2.8	-0.9%	1.2	5.0	-33.0	-1.4
Cc1ccc(S(=O)(=O)N2CCN(C(=O)CN3C(=O)c4ccc([N+](=O)[O-])cc4C3=O)CC2)cc1C	10.7	-17.9	-2.2	x	-0.4%	0.6	5.3	-37.0	1.6

# The list goes on:
# Letter code: A = RXFP1 antagonist; B = D1 antagonist; C = TRHR PAM; D = D1 PAM; E = RXFP1 ag; F = D2 agonist; G = D2 potentiator; H = D2 antagonist; I = D1 agonist
> COc1ccccc1N1CCN(C(=O)/C=C/c2ccc3c(c2)OCO3)CC1
  A: -5.1; B: -3.3; C: 3.3; D: -0.4; E: -0.6%; F: 0.2; G: 12.3; H: -0.6; I: 3.2
> Cc1ccc(N(Cc2ccccc2F)S(C)(=O)=O)cc1C
  A: 5.3; B: -21.3; C: -7.8; D: -10.2; E: 0.2%; F: -1.2; G: -3.2; H: -3.8; I: 3.2
> Cc1ccc2c(=O)cc(C(=O)Nc3sc4c(c3C(=O)NCc3ccco3)CCC4)oc2c1C
  A: 0.5; B: -18.0; C: -0.9; D: 0.9; E: 0.8%; F: 0.2; G: -6.6; H: x; I: 3.5
> CCCc1[nH]nc2c1C(c1cn[nH]c1-c1ccc(F)cc1)C(C#N)=C(N)O2 (stereo not drawn)
  A: -11.0; B: 10.1; C: 6.7; D: -1.4; E: -1.0%; F: 9.7; G: 1.9; H: -2.2; I: 4.0
> O=C(c1cccnc1)N1CCN(C(=O)c2ccco2)CC1
  A: 2.3; B: 4.8; C: 1.0; D: -3.5; E: -1.4%; F: 0.6; G: 4.3; H: -28.0; I: -1.0
> CC(=O)Nc1cccc(OCCCNC(=O)c2ccc(C(C)(C)C)cc2)c1
  A: 7.8; B: -5.9; C: -1.0; D: -0.1; E: 0.7%; F: -1.4; G: -1.6; H: 1.7; I: 0.2
> Cc1ccc(C)c(N2CCN(C(=O)CN(C)S(=O)(=O)c3cnc[nH]3)CC2)c1
  A: -18.2; B: 4.3; C: 22.9; D: -0.4; E: -1.0%; F: -1.9; G: 10.6; H: 2.0; I: -0.4
> Cc1nc2c(C(=O)N(C)Cc3ccccc3)c[nH]n2c(=O)c1Cc1ccc(Cl)cc1
  A: x; B: -20.9; C: 15.6; D: -0.7; E: -0.4%; F: x; G: -8.9; H: x; I: 25.5
> COc1cc2cc(CN(Cc3cccs3)C(=S)Nc3ccc(C)cc3)c(=O)[nH]c2cc1OC
  A: 10.8; B: 4.1; C: 0.7; D: -7.1; E: -0.4%; F: -0.6; G: -2.2; H: -5.0; I: 2.9
> O=C(Nc1cccc(F)c1)c1ccc(CSc2ccccc2)o1
  A: -2.5; B: -18.9; C: 5.0; D: -17.8; E: 0.5%; F: -2.2; G: 0.0; H: -19.7; I: 12.8
> CC(Sc1ncnc2sc(-c3ccccc3)cc12)C(N)=O (stereo not drawn)
  A: 4.2; B: 3.7; C: 2.8; D: -5.8; E: -0.5%; F: -0.3; G: 2.6; H: -3.5; I: 2.1
